Screening data as filed in PubChem BioAssay.
MrgX1 antagonist – antagonists of human MrgX1 receptor | Q96LB2 | MRGX1-HEK293 calcium flux, Fluo-4, BAM8-22 antagonism; hits give low values | B-score at 10 µM | hit rate 1.3% among 310,000 | AID 588676;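 active = calcium-response B-score plate-corrected more than 3 library SD below zero, starting fluorescence within 5 deviations, no agonist response on first addition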;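 also: peak minus trough fluorescence over baseline after final BAM8-22 challenge near maximal dose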
Target sequence (Q96LB2 whole entry, looked up): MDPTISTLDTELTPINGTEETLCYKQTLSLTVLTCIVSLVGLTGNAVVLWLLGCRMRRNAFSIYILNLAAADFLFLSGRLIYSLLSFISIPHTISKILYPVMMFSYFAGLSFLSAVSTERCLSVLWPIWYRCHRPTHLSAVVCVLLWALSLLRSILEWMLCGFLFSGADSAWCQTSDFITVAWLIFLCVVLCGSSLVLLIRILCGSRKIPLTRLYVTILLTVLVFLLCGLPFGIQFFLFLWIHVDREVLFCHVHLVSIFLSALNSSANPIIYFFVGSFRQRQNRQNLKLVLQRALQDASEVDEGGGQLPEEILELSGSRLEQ
TRPC6 act – activators of mouse TRPC6 channel | B-score at 10 µM | hit rate 0.13% among 310,000 | HEK293-TRPC6 membrane potential dye fluorescence; hits give high values | Q61143;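 active = B-score of the integrated fluorescence ratio above library mean plus 3 SD, and starting fluorescence ratio within library mean plus 5 SD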;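 also: higher score means more depolarization so channel activation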
ANO1 activ – activates or potentiates the mouse TMEM16A chloride channel; Q8BHY3; HEK293 TMEM16A/YFP-H148Q/I152L, iodide quench fluorescence; hits give low values; B-score at 10 µM; hit rate 0.3% among 340,000; AID 623877;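 active = fluorescence-ratio B-score plate-corrected deviation score at least 3 library SD below zero, with starting fluorescence score within 5 deviations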;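 also: channel opened by trigger with iodide after compound preincubation; score built on the fluorescence ratio of max minus min over baseline; more negative score means more quench and so TMEM16A activation or potentiation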
MrgX1 allo act – human MrgX1 positive allosteric modulation, primary screen | Q96LB2 | MrgX1-HEK293, Fluo-4 calcium flux, FDSS; hits give high values | B-score at 10 µM | hit rate 0.63% among 310,000;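 active = plate-corrected calcium response at least 3 library SD above typical, normal starting fluorescence, not activating the receptor alone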;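 also: compound read alongside a low EC10 to EC30 dose of BAM8-22 agonist; peak minus trough fluorescence over baseline measured at the second addition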
HDAC3 inh – human HDAC3 inhibition | hit rate 0.15% among 320,000 | inhibition, % at 8.3 µM | AID 2718 | recombinant HDAC3, fluorogenic peptide/trypsin coupled, fluorescence; in the data active = inhibition above about 26%, passing the limit was not always enough
Target sequence (O15379 whole entry, looked up): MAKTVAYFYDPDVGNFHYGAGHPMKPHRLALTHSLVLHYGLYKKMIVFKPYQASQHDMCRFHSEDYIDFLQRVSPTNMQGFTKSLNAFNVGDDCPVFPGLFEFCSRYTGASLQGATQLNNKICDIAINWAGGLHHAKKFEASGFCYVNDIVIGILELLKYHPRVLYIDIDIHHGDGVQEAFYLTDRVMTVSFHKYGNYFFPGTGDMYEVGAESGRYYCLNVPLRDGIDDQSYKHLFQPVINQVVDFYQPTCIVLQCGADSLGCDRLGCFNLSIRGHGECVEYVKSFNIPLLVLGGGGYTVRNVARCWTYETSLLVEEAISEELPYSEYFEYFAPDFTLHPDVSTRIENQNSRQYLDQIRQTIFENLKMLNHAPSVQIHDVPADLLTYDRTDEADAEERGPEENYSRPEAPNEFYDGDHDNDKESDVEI
SKKanGAS inh – blocks kanamycin growth of S. pyogenes SKKanGAS strain; hit rate 1.3% among 300,000; inhibition, % at 7.5 µM; BacTiter-Glo, 6 h;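 active = mean replicate score, as percent of positive control median, at least 50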;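 also: strain carries kanamycin resistance gene driven by streptokinase promoter and grows in 40 µg/ml kanamycin; loss of luminescence reflects streptokinase promoter inhibition or plain growth inhibition; 0% = median of DMSO wells and 100% = positive control at its reference dose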
RGS4 inh – inhibitors of human RGS4 | P49798 | B-score at 10 µM | AID 463165 | HEK293 M3R/RGS4 inducible, Fluo-4 calcium flux; hits give high values; triggered by carbachol at its EC20 | hit rate 0.45% among 310,000;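 active = B-score, a plate-corrected calcium signal, over three deviations above library mean, with baseline fluorescence within five deviations of library mean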;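 also: RGS4 expression induced by doxycycline in cells with stable M3 receptor; B-score is computed from the integrated fluorescence ratio over baseline after carbachol; higher B-score means a larger calcium signal and so more RGS4 inhibition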
Target sequence (P49798 whole entry, looked up): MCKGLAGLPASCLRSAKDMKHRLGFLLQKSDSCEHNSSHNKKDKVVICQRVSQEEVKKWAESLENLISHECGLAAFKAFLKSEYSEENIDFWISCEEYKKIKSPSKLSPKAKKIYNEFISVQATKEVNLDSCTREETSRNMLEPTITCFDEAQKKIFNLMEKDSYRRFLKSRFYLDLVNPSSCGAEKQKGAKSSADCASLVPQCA
TMEM16A inh – blocks the mouse calcium-activated chloride channel TMEM16A; Q8BHY3; HEK293 TMEM16A/YFP iodide influx fluorescence, ionomycin; normalized B-score (activity score, 25-100; higher = stronger inhibition) at 10 µM; hit rate 1.2% among 310,000; AID 588511;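 active = ratio plate-corrected score three or more library SD toward inhibition, starting fluorescence score within five deviations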;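 also: score derived from kinetic fluorescence span divided by baseline fluorescence per well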
TRPC6 inhibitor – mouse TRPC6 channel inhibition | Q61143 | HEK293-TRPC6, membrane potential dye, ACh-evoked depolarization; hits give low values | AID 2553 | hit rate 1.1% among 310,000 | B-score at 10 µM;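 active = B-score under library mean minus 3 SD, initial fluorescence not abnormally high, positive integrated signal ratio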;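 also: B-score derived from integrated fluorescence ratio over the kinetic read; more negative B-score means stronger inhibition of depolarization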
RGS4 pot – RGS4 potentiation or activation; HEK293 M3R/inducible RGS4, carbachol calcium flux Fluo4; hits give low values; B-score at 10 µM; hit rate 0.92% among 310,000; AID 463111;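 active = B-score of the integrated calcium signal more than 4 SD below the library mean, with starting fluorescence not abnormally high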;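 also: negative B-score means reduced calcium response which marks RGS4 activation or potentiation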
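Also added: carbachol at ECmax as muscarinic agonist stimulus; Assay system: HEK293 cells with stable M3R and inducible RGS4; Timing: overnight RGS4 induction, 30 min dye load 37 °C, 20 min compound RT; Measured by: Fluo4-AM (2 µM) calcium-flux fluorescence, kinetic read.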
MrgX1 ag – human MrgX1 receptor agonism, primary screen | Q96LB2 | hit rate 0.44% among 310,000 | B-score at 10 µM | MrgX1-HEK293 cells, Fluo-4 calcium fluorescence, agonist mode; hits give high values;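 active = calcium response B-score plate-corrected fluorescence ratio at least 3 library SD, with starting fluorescence B-score inside 5 SD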
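Material: MrgX1-expressing HEK293 cells / Dosing: compound as first of three additions / Incubation: overnight seeding, then 1 h dark dye loading / Signal: Fluo-4 NW calcium fluorescence / Evaluation: B-scored fluorescence response ratio / Benchmarks: positive and negative control wells on each plate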
The depositor's hits bear a star; i = inactive; nt = no result given.

SMILES	MrgX1 antagonist	TRPC6 act	ANO1 activ	MrgX1 allo act	HDAC3 inh	SKKanGAS inh	RGS4 inh	TMEM16A inh	TRPC6 inhibitor	RGS4 pot	MrgX1 ag
CCC(=NCc1ccc2c(c1)OCO2)c1c(O)n(C)c(=O)n(C)c1=O	i	i	i	i	4.4	7.6	i	i	i	i	i
c1cc2c(cc1[C@H]1OC[C@H]3[C@@H]1CO[C@@H]3c1ccc3c(c1)OCO3)OCO2	i	i	i	i	-1.6	-4.6	i	i	i	i	i
CCC(=NCCN1CCOCC1)c1c(O)n(C2CCCCC2)c(=O)[nH]c1=O	i	i	i	i	0.6	-0.3	i	i	i	i	i
CCCCCn1c(=O)c(C(=O)Nc2cc(C)ccn2)c(O)c2ccccc21	i	i	i	i	-1.3	2.9	i	i	i	i	i
CCCCn1c(O)c(C=NC2CC3CCC2(C)C3(C)C)c(=O)[nH]c1=O (centres undefined)	i	i	i	i	-1.3	-0.4	i	i	i	i	i
Cc1ccc(N2C(=O)NC(=O)/C(=C\c3cn(CC(=O)O)c4ccccc34)C2=O)cc1	i	i	i	i	14.0	1.9	i	i	i	i	i
COc1ccc(-c2nn(CCC#N)cc2C(=O)Nc2ccccc2Cl)cc1	i	i	i	i	-0.4	0.5	i	i	i	i	i
Cc1c(C(=O)Nc2ccccc2)c2cc(O)ccc2n1Cc1ccccc1	i	i	i	i	4.4	-1.7	i	i	i	i	i
Cc1cc(C)c(NC2=NCCCS2)c(C)c1	i	i	i	i	-6.1	-6.2	i	i	i	i	i
CCN1CCN(C(=O)COc2ccc3c(c2)C(=O)CC2(CCN(C(C)=O)CC2)O3)CC1	i	i	i	i	-7.6	-0.5	i	i	i	i	i
COC(=O)C1=C(c2cccc(OC)c2OC)C[C@@H]2CC[C@H]1N2C(=O)NCc1cccc2ccccc12	i	i	i	i	7.0	-0.6	i	i	i	i	i
COC(=O)C1=C(c2ccc(S(C)(=O)=O)cc2)C[C@@H]2CC[C@H]1N2C(=O)NCc1cccc2ccccc12	i	i	i	i	-13.6	-1.2	i	i	i	i	i
Cc1cc([P+](=O)O)c(C)n1-c1ccc(Br)cc1	i	i	i	i	-4.4	4.5	i	i	i	i	i
O=C1NC(=O)N(c2ccc3c(c2)OCO3)C(=O)/C1=C/c1ccsc1	i	i	i	i	0.7	13.9	i	i	i	i	i
COC(=O)c1ccc(-n2c(C)nc3ccccc3c2=O)cc1	i	i	i	i	-4.8	-0.4	i	i	i	i	i
COP(=O)(NC(=O)C(Cl)(Cl)Cl)OC	i	i	i	i	-0.3	-1.1	i	i	i	i	i
COC(=O)C(O)(c1ccc(N(C)S(=O)(=O)c2ccccc2)cc1)C(F)(F)F (centres undefined)	i	i	i	i	-1.0	0.6	i	i	i	i	i
NC(=O)CN1C2CCC1CC(NC(=O)C1CC1)C2 (centres undefined)	i	i	i	i	3.1	-9.4	i	i	i	i	i
CN1CCN(c2c(C#N)c(C(F)(F)F)nn2C)CC1	i	i	i	i	1.6	-6.1	i	i	i	i	i
Cc1nnc2ccc(N3CCN(C)CC3)nn12	nt	i	i	nt	nt	0.4	i	nt	i	i	nt
O=C(O)Cn1cc(C=C2C(=O)NC(=O)NC2=O)c2ccccc21	i	i	i	i	15.6	4.2	i	i	i	i	i
CNCCc1ccc(OC)c(OC)c1	i	i	i	i	4.5	5.2	i	i	i	i	i
Cc1cc(C)nc(NS(=O)(=O)c2ccc(N=Cc3c(O)n(C)c(=O)n(C)c3=O)cc2)n1	i	i	i	i	5.5	-4.3	i	i	i	i	i
CC(=O)O[C@@]12CO[C@@H]1C[C@H](O)[C@@]1(C)C(=O)[C@H](O)C3=C(C)[C@@H](OC(=O)[C@H](O)[C@@H](NC(=O)c4ccccc4)c4ccccc4)C[C@@](O)([C@@H](OC(=O)c4ccccc4)C12)C3(C)C (some centres undefined)	i	i	i	i	0.0	8.0	i	i	i	i	i
O=c1c2ccccc2nc(/C=C/c2ccc(F)cc2)n1-c1ccccc1O	i	i	i	i	11.3	12.2	i	i	i	i	i
CC(=O)N1N=C(c2cccnc2)OC1c1ccccc1Cl (centres undefined)	i	i	i	i	-2.9	1.7	i	i	i	i	i
COc1cc2c(cc1OC)C(c1c(O)n(CCc3ccccc3)c(=S)[nH]c1=O)NCC2 (centres undefined)	i	i	nt	i	-12.7	3.2	i	i	i	i	i
CCN(CC)c1ccc(/C=N/c2sc3c(c2C#N)C2CCN3CC2)c(O)c1	i	nt	i	16.7*	3.4	nt	nt	i	nt	nt	i
CCCN(CCC)C1Cc2cc(OC)c(OC)cc2C1	i	i	i	i	-6.5	4.5	i	i	i	i	i
CC(C)CC1C(C#N)=C(N)Oc2c1c(=O)oc1ccccc21 (centres undefined)	-6.3*	i	i	i	-4.1	7.7	i	i	i	i	i
O=c1[nH]c(=S)[nH]c(O)c1N=Nc1ccc(OC(F)F)cc1	i	i	i	i	17.0	-0.4	i	i	i	i	i
CCCCCCn1c(O)c(C=Nc2ccccc2N2CCOCC2)c(=O)[nH]c1=S	i	i	i	i	-4.3	-11.1	i	i	i	i	i
NCCCP(=O)(O)CCc1ccccc1	i	i	i	i	4.4	-9.4	i	i	i	i	i
COc1cccc(O)c1CN1CCCC(C(=O)c2ccccc2SC)C1 (centres undefined)	i	i	i	i	-4.5	-4.4	i	i	-5.61*	i	i
Cn1cc(CCC(=O)N2CCC3(CC2)OCCO3)c2ccccc21	i	i	i	i	3.6	5.3	i	i	i	i	i
Cc1cc(/C=C2\C(=O)NC(=O)N(Cc3ccccc3)C2=O)c(C)n1C1CC1	i	i	i	i	7.6	1.8	i	i	i	i	i
CCOC(=O)c1nc2ccccc2c(=O)n1-c1cccc(C)c1	i	i	i	i	-13.1	-7.8	i	i	i	i	i
COc1ccc(CCNCc2ccncc2)cc1OC	i	i	i	i	2.3	2.4	i	i	i	i	i
Clc1cccc(C2NCc3ccccc3-n3cccc32)c1 (centres undefined)	i	i	i	i	-2.1	-1.2	i	i	i	i	i
OCc1cnc[nH]1	i	i	i	i	-0.3	2.3	i	i	i	i	i
C/C(=N\N1CCN(C)CC1)c1c(O)n(Cc2ccccc2)c(=O)[nH]c1=O	i	i	i	i	8.0	-16.0	i	i	i	i	i
CC(C)n1c(O)c(C=NCc2cccnc2)c(=O)[nH]c1=S	i	i	i	i	3.1	4.0	i	i	i	i	i
CCOC(=O)c1c(-c2ccccc2)oc2ccc(OC(=O)N(C)C)cc12	i	i	i	i	-56.2	31.7	i	i	i	i	i
Oc1ccc(Br)cc1CN1CCN(c2ccccc2)CC1	i	i	i	i	0.7	nt	i	i	i	i	i
C[C@@H]1NCCc2cc(O)c(O)cc21	i	nt	i	i	1.9	nt	nt	i	nt	nt	i
Cc1nc(CCl)cc(=O)[nH]1	i	i	i	i	-3.8	-2.0	i	i	i	i	i
COc1ccc(-n2c(-c3ccc(C)cc3)nc3ccccc3c2=O)cc1	i	i	-4.94*	i	-1.4	-0.3	i	i	i	i	i
CCN(CC)C(=O)c1ccc(NC(=O)CCCSc2ccccc2)cc1	i	i	i	i	-6.5	1.0	i	i	i	i	i
Cc1c(C(c2ccc(F)cc2)c2c(O)c3ccccc3oc2=O)c(=O)n(-c2ccccc2)n1C (centres undefined)	i	i	i	i	-2.5	7.3	i	i	i	i	i
CNC(=S)N1CC2CC(C1)c1cccc(=O)n1C2 (centres undefined)	i	i	i	i	-7.7	9.2	i	i	i	i	i
COCc1cc(OC(=O)N(C)C)nc(-c2ccc(C)c(Cl)c2)n1	i	i	i	i	-9.7	-14.5	i	i	i	i	i
Cc1ccc(OCC(=O)N2CCN(C3CCC(c4ccccc4)CC3)CC2)cc1 (centres undefined)	i	i	i	i	1.8	-1.0	i	i	i	i	i
Cn1c(=O)c2nncnc2n(C)c1=O	i	i	i	i	1.5	8.9	i	i	i	i	i
CC#CP(=O)(OC)C(O)(CF)c1ccccc1 (centres undefined)	i	i	i	i	4.5	3.1	i	i	i	i	i
COc1cccc(-c2nn(Cc3ccccc3)cc2C(=O)O)c1	i	i	i	i	0.7	-2.5	i	i	i	i	i
Nc1ccncc1	i	i	i	i	-3.4	-2.2	i	i	i	i	i
O=S(=O)(NC1CCCC1)OCC(Cl)(Cl)Cl	i	i	i	i	-7.7	4.8	i	i	i	i	i
O=P(c1ccccc1)(c1ccccc1)N1CCCCC1	i	i	i	i	-5.0	3.9	i	i	i	i	i
CCCn1c(C(=O)c2ccccc2)nc2ccccc21	i	i	i	i	1.3	2.9	i	i	i	i	i
C[C@@H]1CC[C@@]2(NC1)O[C@H]1C[C@H]3[C@@H]4CC=C5C[C@@H](O)CC[C@]5(C)[C@H]4CC[C@]3(C)[C@H]1[C@@H]2C	i	i	i	i	-1.2	-1.0	i	i	i	i	i
Next part
SMILES	MrgX1 antagonist	TRPC6 act	ANO1 activ	MrgX1 allo act	HDAC3 inh	SKKanGAS inh	RGS4 inh	TMEM16A inh	TRPC6 inhibitor	RGS4 pot	MrgX1 ag
COc1ccc(C(=O)Cn2c(NCCCl)nc3ccccc32)cc1	i	i	i	i	6.1	-1.3	i	i	i	i	i
O=C(NC(=S)N1C[C@H]2C[C@H](C1)c1cccc(=O)n1C2)c1ccc(F)cc1	i	i	i	i	-0.3	0.1	i	i	i	i	i
COC(=O)c1ccccc1OP1(=O)COc2ccccc2OC1	i	i	i	i	1.9	3.1	i	i	i	i	i
Cn1c(O)c(/C=N/c2ccccn2)c(=O)n(C)c1=O	i	i	i	i	5.3	5.3	i	i	i	i	i
Cc1ccc(S(=O)(=O)N(C)C/N=C(\N)N[N+](=O)[O-])cc1	i	i	i	i	-9.8	nt	i	i	i	i	i
CN(C)C(=O)CSc1nnc([C@@H](N)Cc2ccccc2)o1	i	i	i	i	-12.2	6.9	i	i	i	i	i
CC(C)(C)C(=O)OCC12CCC(O1)C1(C)C(=O)OCC21 (centres undefined)	i	i	i	i	-4.9	-2.4	i	i	i	i	i
c1ccc(-c2nc(N3CCOCC3)s[n+]2-c2ccccc2)cc1	i	i	i	i	nt	-2.8	i	i	i	i	i
O=C(COc1ccccc1)N1CCN(C/C=C/c2ccccc2)CC1	i	i	i	i	-1.0	1.3	i	i	i	i	i
COc1ccccc1OCC(=O)N1CCCC(N(C)Cc2ccccc2)C1 (centres undefined)	i	i	i	i	6.2	-12.1	i	i	i	i	i
O=C(Cc1ccccc1)Oc1cccc(-n2cnnn2)c1	i	i	i	i	12.0	-12.2	i	i	i	i	i
CCCCCc1cc(O)c2c3c(c(=O)oc2c1)CN(C)CC3	i	i	i	i	-1.1	7.6	i	i	i	i	i

An excerpt, so the mix of outcomes need not match the whole.
